Bioassay records: PubChem, several laboratories
CatL block – inhibitors of human cathepsin L | P07711 | inhibition, %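 (tested at 10 µM)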 | AID 460 | actives 0.17% (n = 58,000) | purified cathepsin L, fluorogenic substrate, fluorescence; in the data active = inhibition above about 45%;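 note: 0% = enzyme with no compound and 100% = no enzyme blank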
Cathepsin G inh – inhibitors of human cathepsin G; P08311; purified enzyme, AMC-tetrapeptide fluorescence, pooled mixtures; inhibition, % at 5 µM (by protocol); actives 0.2% (n = 62,000);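 active = inhibition above 20% in each of the two mixture wells holding the compound; inactive = inhibition of 20% or less in either well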;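 note: 0% = enzyme control without mixture and 100% = blank lacking enzyme; strong numbers were not always called active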
CatS inh – human cathepsin S inhibition; P25774; recombinant cathepsin S, AMC dipeptide fluorescence, pooled mixtures; inhibition, %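 (tested at 5 µM per compound within 10-compound mixtures)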; actives 0.06% (n = 62,000); AID 501; in the data active = inhibition above about 32%, passing the limit was not always enough; inconclusive = no clear call, values can overlap the other calls;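 note: 0% = enzyme without compound and 100% = blank without enzyme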
FXIIa mix inh – factor XIIa (human) inhibition, mixture screen; inhibition, % at 5 µM; purified FXIIa, fluorogenic substrate, pooled mixtures; P00748; actives 0.2% (n = 62,000);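 note: 0% = enzyme without compound and 100% = no enzyme blank; some results filed as inactive read as strong as hits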
Target sequence (P00748 20-372 limits assumed): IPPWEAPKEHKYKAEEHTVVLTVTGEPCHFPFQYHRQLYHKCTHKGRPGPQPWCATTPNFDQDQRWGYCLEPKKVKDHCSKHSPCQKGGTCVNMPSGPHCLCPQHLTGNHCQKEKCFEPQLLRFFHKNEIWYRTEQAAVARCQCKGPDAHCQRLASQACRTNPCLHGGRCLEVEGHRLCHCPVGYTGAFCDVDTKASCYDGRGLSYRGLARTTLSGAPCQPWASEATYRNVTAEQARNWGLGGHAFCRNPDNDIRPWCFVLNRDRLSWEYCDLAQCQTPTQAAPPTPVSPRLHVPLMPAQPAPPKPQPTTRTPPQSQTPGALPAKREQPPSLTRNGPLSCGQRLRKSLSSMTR
Target sequence (P00748 373-615 limits assumed): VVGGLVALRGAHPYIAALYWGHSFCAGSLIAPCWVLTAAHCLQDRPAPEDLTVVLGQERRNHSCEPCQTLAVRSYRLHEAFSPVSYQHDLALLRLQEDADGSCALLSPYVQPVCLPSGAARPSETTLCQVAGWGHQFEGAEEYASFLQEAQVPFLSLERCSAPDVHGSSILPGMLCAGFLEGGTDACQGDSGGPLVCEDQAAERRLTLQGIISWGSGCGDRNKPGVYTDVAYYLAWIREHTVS
FXIa inh mix – factor XIa (human) inhibition, mixture screen; inhibition, % at 5 µM; P03951; actives 0.19% (n = 62,000); AID 680; purified FXIa, fluorogenic substrate, pooled mixtures;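 note: each value is inhibition by a whole ten-compound pool holding the compound; 0% = enzyme with no mixture and 100% = wells lacking enzyme; strong numbers were not always called active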
JNK3 blocker – inhibitors of human JNK3 kinase | purified JNK3 kinase activity, HTS | actives 0.61% (n = 60,000) | inhibition, % at 8 µM | P53779; in the data active = inhibition above about 17%;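 note: 0% = DMSO and 100% = reference inhibitor; many of its hits are not listed in these tables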
Target sequence (P53779 whole entry, looked up): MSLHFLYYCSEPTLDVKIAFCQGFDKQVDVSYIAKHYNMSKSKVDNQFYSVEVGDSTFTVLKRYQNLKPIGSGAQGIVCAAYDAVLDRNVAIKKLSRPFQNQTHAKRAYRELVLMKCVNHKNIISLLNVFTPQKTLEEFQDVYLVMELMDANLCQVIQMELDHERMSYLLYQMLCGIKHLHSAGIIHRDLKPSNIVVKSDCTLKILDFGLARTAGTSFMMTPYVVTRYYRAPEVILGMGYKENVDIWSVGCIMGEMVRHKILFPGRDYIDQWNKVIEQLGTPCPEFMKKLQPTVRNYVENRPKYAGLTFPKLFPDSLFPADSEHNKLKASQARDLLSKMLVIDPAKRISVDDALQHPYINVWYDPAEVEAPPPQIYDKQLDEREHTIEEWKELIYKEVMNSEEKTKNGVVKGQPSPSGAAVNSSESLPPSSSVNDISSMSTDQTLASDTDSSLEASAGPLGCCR
C1s block – blocks human complement C1s protease activity | P09871 | purified C1s, fluorogenic AMC substrate, pooled mixtures | mean inhibition % of two 10-compound mixtures (hits give high values), % at 5 µM (by protocol) | actives 0.16% (n = 62,000) | AID 538;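 active = inhibition above 20% in each of the two 10-compound mixture wells holding the compound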;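 note: 0% = enzyme wells lacking compound mixture and 100% = no-enzyme blank wells; some compounds called inactive have numbers as strong as hits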
PKA inh – PKA (human) kinase inhibition; actives 0.1% (n = 65,000); PKA Kemptide phosphorylation, Kinase-Glo ATP luminescence; inhibition, % at 6 µM; AID 524;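 active = inhibition above the screen-wide mean inhibition plus 3 SD, cut at about 21% in these data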; note: many of its hits are not listed in these tables
ROCK2 blocker – blocks human Rho kinase 2 activity; inhibition, % at 6 µM; O75116; purified ROCK2, Kinase-Glo ATP depletion luminescence; actives 0.35% (n = 60,000);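 active = inhibition above the screen-wide mean inhibition plus 3 SD, cut at about 18% in these data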;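 note: plate controls were DMSO wells for no effect and Y-27632 control wells after no-enzyme background subtraction for full effect; many of its hits are not listed in these tables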
Starred values were filed as active, the others as inactive; ? = inconclusive; . = not tested or not shown. Cut-off read from the data, not from the text of the source, unless noted: active = inhibition above about 20% (passing the limit was not always enough); inactive = the rest. Random draw from the library; about 1.5% have a hit in one of these screens.

1: COc1cc(-c2c(C#N)c(=O)[nH]c3c2c(C)nn3-c2ccccc2)ccc1O
2: Cn1c(=O)c2c(nc(NCCc3ccccc3)n2Cc2ccccc2)n(C)c1=O
3: CCCCNC(=O)NS(=O)(=O)c1ccc(C(=O)OC(C)C)o1
4: CC(=O)NCC(=O)OCC(=O)Nc1ccc(C(C)=O)cc1
5: O=C(CN1CCOc2ccccc21)N1CCC(Cc2ccccc2)CC1
6: Cc1ccccc1NC(=O)CN1C(=O)COc2ccc(Cl)cc21
7: CCN(CCCNC(=O)C1CCC(=O)N1C1CCCC1)c1cccc(C)c1 (centres undefined)
8: O=C(CC(c1ccccc1O)N1CCCCC1)N1CCCCC1 (centres undefined)

Assay by compound,1,2,3,4,5,6,7,8
CatL block,26,.,14,-7,7,19,15,-2
Cathepsin G inh,7,0,-1,-1,-2,1,7,8
CatS inh,7,0,-6,-6,1,8,7,0
FXIIa mix inh,4,-5,3,5,7,7,7,6
FXIa inh mix,6,7,-4,4,-2,7,-6,3
JNK3 blocker,2,-5,-7,-3,-5,2,-2,.
C1s block,4,-28,-74,-18,-14,2,-9,2
PKA inh,8,5,12,-4,8,4,6,.
ROCK2 blocker,6,8,6,-1,2,2,3,.

9: Cc1ccc(-c2n[nH]c(=O)c3ccccc23)cc1S(=O)(=O)NCCN1CCOCC1
10: COc1cccc(-c2nn(C)c3sc(C(=O)NCc4ccc(C)o4)cc23)c1
11: CCOC(=O)CCNC(=O)Nc1ccc2nc(C)n(Cc3ccccc3Cl)c(=O)c2c1
12: CCN(CC)Cc1c(C(=O)OC)nnn1-c1nonc1N
13: Cc1nc2c3c(-c4ccccc4)c(-c4ccccc4)oc3ncn2n1
14: CC(C)Cn1c(=O)c2ccccc2c2ccccc2c1=O
15: Cc1cc(N2C(=O)C(=O)/C(=C(/O)c3ccccc3)C2c2cccs2)no1 (centres undefined)
16: Cc1conc1NC(c1cccs1)c1ccc2cccnc2c1O (centres undefined)

Assay by compound,9,10,11,12,13,14,15,16
CatL block,11,8,2,8,-23,18,9,-7
Cathepsin G inh,.,6,-11,50,5,23,.,-3
CatS inh,.,4,1,?,-8,5,.,-19
FXIIa mix inh,.,-2,1,-6,4,5,.,-1
FXIa inh mix,.,-5,5,10,3,14,.,8
JNK3 blocker,3,6,9,.,-2,4,2,-4
C1s block,.,-10,0,16,-7,11,.,-3
PKA inh,4,10,2,5,8,10,0,-2
ROCK2 blocker,3,5,3,.,4,4,-11,-5

17: Cn1c(-c2ccc(Br)o2)nc2cc(Br)ccc21
18: CC1CC(=O)C=C(O)C1C(=O)OC(C)(C)C (centres undefined)
19: CCOC(=O)c1ccc(N2C(=O)C(C)=C(C)C2=O)cc1
20: COc1ccccc1OCCn1c(CO)nc2ccccc21
21: COc1ccc(S(=O)(=O)N(C)CC(=O)NC2CCCCC2)cc1OC
22: COc1ccc(NC(=O)C23CCC(C)(C(=O)C2)C3(C)C)cc1 (centres undefined)
23: [O-]/[N+](=C\c1ccncc1)c1ccccc1
24: COc1ccc(C(=O)C(CN2CCCC2)c2ccccc2)cc1 (centres undefined)

Assay by compound,17,18,19,20,21,22,23,24
CatL block,20,-2,-6,-15,24,0,16,-6
Cathepsin G inh,-4,1,12,-1,9,-20,7,.
CatS inh,14,0,-5,-4,6,-31,-1,.
FXIIa mix inh,12,0,-12,-18,1,-20,8,.
FXIa inh mix,1,7,6,4,-2,-18,0,.
JNK3 blocker,-7,-7,11,-1,2,1,-1,-8
C1s block,-22,5,17,0,3,-52,-2,.
PKA inh,-5,-5,-1,4,4,13,5,3
ROCK2 blocker,-2,0,-2,3,9,5,6,1

Entries by screen from the list:
JNK3 blocker, entries 7–11 → -2, ., 3, 6, 9

(cont.)
25: Nc1nc(NCc2ccccc2)nc(-c2ccccc2)n1
26: CSc1nc(C)cc(NC(N)=O)n1
27: CCCOc1ccc(Cl)cc1CN1CCOCC1
28: O=C(NC1CC1)c1ccc(S(=O)(=O)NC2CCCCCC2)cc1
29: N#CC1=C(Nc2ccc(Br)cc2)CCC1
30: CCCCC(=O)Nc1cccc(-c2cn3ccsc3n2)c1
31: Fc1cccc(-c2cc3nc4c(c(N5CCC6(CC5)OCCO6)n3n2)CCCC4)c1
32: Clc1ccc(Cc2noc(Cc3ccccc3)n2)cc1Cl

Assay by compound,25,26,27,28,29,30,31,32
CatL block,0,15,3,7,.,4,.,-2
Cathepsin G inh,11,16,8,10,8,6,38,-2
CatS inh,1,1,8,5,8,-4,0,4
FXIIa mix inh,7,0,2,12,-24,2,6,-8
FXIa inh mix,7,10,2,6,-1,-1,27,17
JNK3 blocker,6,3,2,1,-2,4,.,-20
C1s block,19,17,1,11,10,4,0,1
PKA inh,1,2,-9,11,7,8,-8,6
ROCK2 blocker,3,5,-10,4,4,8,.,2

33: Cc1cc2ncn(S(=O)(=O)N3CCOCC3)c2cc1C
34: COc1ccc(C(=O)OCCN2C(=O)c3ccccc3C2=O)cc1
35: Cc1onc(-c2ccccc2Cl)c1C(N)=O
36: COc1ccc(S(=O)(=O)Nc2cccc(SC)c2)cc1OC
37: Nc1nc(CSc2ccccn2)nc(Nc2ccccc2)n1
38: Cc1nc2scc(-c3ccco3)c2c(=O)n1/N=C/N(C)C
39: Cc1ccc2nc(-c3cccc(NC(=O)c4ccc5c(c4)OCCO5)c3)oc2c1
40: Brc1ccc(-c2cnc3n2CCCC3)cc1

Assay by compound,33,34,35,36,37,38,39,40
CatL block,.,.,.,20,3,7,12,7
Cathepsin G inh,8,9,6,7,-46,0,-3,.
CatS inh,5,3,1,7,-19,8,1,.
FXIIa mix inh,-19,7,2,2,-20,0,2,.
FXIa inh mix,2,-1,1,21,-37,1,-6,.
JNK3 blocker,5,4,-4,3,.,7,-1,-2
C1s block,9,3,9,9,-105,-1,-18,.
PKA inh,8,6,9,-3,0,4,-1,8
ROCK2 blocker,7,7,4,4,.,4,-1,12

41: Nc1nc2ccc(N3CCOCC3)cc2s1
42: CC(C)c1ccc(NC(=O)C2C3C=CC4(CN(CCCN5CCOCC5)C(=O)C24)O3)cc1 (centres undefined)
43: COCc1nnc(NC(=O)CC(C)c2ccccc2)s1 (centres undefined)
44: COc1ccc(CCNC(=O)c2ccn[nH]2)cc1OC
45: COC(=O)c1[nH]c2cccc(C)c2c1NC(=O)CN1CCCc2ccccc21
46: O=C1CC(SC(=NCc2ccc3c(c2)OCO3)Nc2ccccc2)C(=O)N1 (centres undefined)
47: O=C(c1c(O)c2ccccc2oc1=O)C1CCC1
48: Cc1nc2sc(C(c3cccs3)N3CCN(c4ccccc4)CC3)c(O)n2n1 (centres undefined)

Assay by compound,41,42,43,44,45,46,47,48
CatL block,-20,8,12,-2,0,13,6,11
Cathepsin G inh,-18,-10,13,-1,-4,9,-9,8
CatS inh,-28,-4,12,-3,51*,1,-1,5
FXIIa mix inh,3,0,-6,9,-25,13,6,6
FXIa inh mix,-33,-2,-6,8,-5,2,4,7
JNK3 blocker,-4,9,2,-1,-5,-7,-9,-15
C1s block,-40,-40,-1,-28,-22,14,-18,9
PKA inh,0,5,7,-2,-2,10,5,-9
ROCK2 blocker,-7,3,6,3,1,4,1,-4

Three records drawn at random from those above, as already listed:
41: Nc1nc2ccc(N3CCOCC3)cc2s1
46: O=C1CC(SC(=NCc2ccc3c(c2)OCO3)Nc2ccccc2)C(=O)N1 (centres undefined)
47: O=C(c1c(O)c2ccccc2oc1=O)C1CCC1

Assay by compound,41,46,47
CatL block,-20,13,6
Cathepsin G inh,-18,9,-9
CatS inh,-28,1,-1
FXIIa mix inh,3,13,6
FXIa inh mix,-33,2,4
JNK3 blocker,-4,-7,-9
C1s block,-40,14,-18
PKA inh,0,10,5
ROCK2 blocker,-7,4,1

Going on with the list.
49: COc1cc(C)nc(Oc2ccc(=O)n(C)n2)n1
50: c1ccc(Nc2nc(N3CCOCC3)nc(N3CCOCC3)n2)cc1
51: Cc1ccc2[nH]c(=O)c(C(c3nnnn3CCc3ccccc3)N3CCOCC3)cc2c1 (centres undefined)
52: Cc1cc(Cl)c(S(=O)(=O)Nc2ccc3c(c2)OCCO3)cc1OCC(N)=O
53: COc1ccc(OC)c(NC(=O)C2CCCN(S(=O)(=O)c3cccc4cccnc34)C2)c1 (centres undefined)
54: CCOC(=O)CN(C(=O)Cn1nnc(-c2ccc(C)cc2)n1)C(CC)C(=O)NC1CCCC1 (centres undefined)
55: CCOC(=O)C1CCN(C(=O)NC23CC4CC(CC(C4)C2)C3)CC1
56: CCOC(=O)c1c(CN2CCCCC2)n(C)c2cc(Br)c(O)c(CN(C)C)c12

Assay by compound,49,50,51,52,53,54,55,56
CatL block,27,10,8,9,.,15,-3,20
Cathepsin G inh,.,-8,5,-8,10,10,0,13
CatS inh,.,-19,6,12,6,-6,-3,0
FXIIa mix inh,.,11,2,10,-8,4,3,-16
FXIa inh mix,.,-21,-2,0,3,4,7,7
JNK3 blocker,-3,5,-5,1,10,-8,5,-13
C1s block,.,-177,-4,-9,14,10,4,18
PKA inh,7,-3,6,-1,9,6,8,11
ROCK2 blocker,1,2,1,-2,4,6,2,4

57: Cc1ccc(C)c(NC(=O)CCN2CCOCC2)c1
58: Cc1ccc(OCCC(=O)OCC(=O)C(C)(C)C)cc1
59: CCOc1cc(N2C(=O)CC3CS(=O)(=O)CC32)c(OCC)cc1NC(=O)c1ccccc1 (centres undefined)
60: CCC1(C)Nc2ccccc2C(=O)N1O (centres undefined)
61: CCN1CCN(Cc2ccc(NC(=O)Nc3ccc(OC)cc3)cc2)CC1
62: CCOC(=O)C1CCN(CC(O)COc2ccc(C(C)(C)CC)cc2)CC1 (centres undefined)
63: COC(=O)C1=CN(C2CC2)C=C(C(=O)OC)C1c1ccccc1OC
64: COc1ccc(C)cc1S(=O)(=O)Nc1cccnc1

Assay by compound,57,58,59,60,61,62,63,64
CatL block,4,2,2,-18,.,-6,-63,33
Cathepsin G inh,3,7,6,7,10,10,-8,10
CatS inh,-1,5,-4,14,-4,-4,-15,14
FXIIa mix inh,-15,19,2,3,-8,3,6,5
FXIa inh mix,5,-2,9,-2,7,-5,-14,13
JNK3 blocker,-4,6,0,-1,-5,.,-2,7
C1s block,3,-6,10,-6,12,-2,-138,8
PKA inh,10,1,10,-4,-7,6,5,14
ROCK2 blocker,6,0,6,2,-4,.,4,6

Full records from above. Values in the order: CatL block, Cathepsin G inh, CatS inh, FXIIa mix inh, FXIa inh mix, JNK3 blocker, C1s block, PKA inh, ROCK2 blocker
Entry for CCOC(=O)C1CCN(CC(O)COc2ccc(C(C)(C)CC)cc2)CC1 (centres undefined) : -6, 10, -4, 3, -5, ., -2, 6, .
Entry for Cc1ccc(OCCC(=O)OCC(=O)C(C)(C)C)cc1 : 2, 7, 5, 19, -2, 6, -6, 1, 0

New compounds follow:
65: CC(=O)Oc1ccc(C(=O)O)cc1OC(C)=O
66: O=S(=O)(c1ccc2oc3ccc(S(=O)(=O)N4CCCC4)cc3c2c1)N1CCCC1
67: CCn1cc(C(=O)NCC2CCCO2)c(=O)c2cc(F)c(N3CCN(C)CC3)cc21 (centres undefined)
68: CN(C)S(=O)(=O)c1cccc(C(=O)NCc2ccco2)c1
69: O=C1CC(N2CCN(C/C=C/c3ccccc3)CC2)C(=O)N1Cc1ccc(N2CCCC2=O)cc1 (centres undefined)
70: Cc1nn(Cc2ccc(C(=O)NC3CCCCC3)o2)c(C)c1Br

Assay by compound,65,66,67,68,69,70
CatL block,3,11,-37,.,-16,13
Cathepsin G inh,0,9,.,9,-1,5
CatS inh,2,3,.,-1,-7,-6
FXIIa mix inh,10,3,.,0,4,-4
FXIa inh mix,0,1,.,10,9,7
JNK3 blocker,-1,6,5,.,-1,6
C1s block,-9,10,.,18,1,13
PKA inh,0,10,5,8,3,11
ROCK2 blocker,-1,5,6,.,1,5
